IDE act – human IDE activators in live cells, primary screen, fluorescence polarization, HEK cells, FAbeta-B substrate; FAbeta-B cleavage; 0% vehicle, 100% cell-free pure enzyme wells; Insulin-degrading enzyme (Homo sapiens), P14735; activation, % at 5.96 µM; 340,000 compounds, 0.073% hits;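 active means activation above the mean of all tested compounds plus 3 SD, set per screening campaign, cut at about 17% in these data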
MEKK2wt PB1 HTS – modulators of MEK5 binding to wildtype MEKK2, primary screen, biochemical, multiplex bead flow cytometry, Alexa488-MEK5; AID 1531, 2009; 290,000 compounds, 1.1% hits; Alexa488-MEK5 binding to MEKK2 WT; actives lie on both sides; binding response (% of control), % at 10 µM; in the data active means binding response below about 67% or above about 130%
IDE inh – human IDE inhibitors in live cells, primary screen, fluorescence polarization, HEK cells, FAbetaB substrate; Insulin-degrading enzyme (Homo sapiens), P14735; FAbetaB cleavage; inhibition, % at 5.59 µM; 320,000 compounds, 0.41% hits;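 active means percent inhibition above the average of all tested compounds plus 3 SD, set per screening campaign, cut at about 16% in these data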;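 further: IDE supplied by intact live HEK cells; FP after avidin binding of uncleaved biotin substrate so inhibition keeps polarization high; 0% = DMSO wells and 100% = 60 µM reference IDE inhibitor Ii1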
UBC9 SUMO inh – inhibitors of in vitro SUMOylation cascade, primary screen, biochemical, HTRF, uHTS; SUMO-conjugating enzyme UBC9 (Homo sapiens), P63279; HTRF SUMOylation assay, SAE1/SAE2 + UBC9; inhibition, % at 35 µM; 290,000 compounds, 0.36% hits; AID 2006, 2009; in the data active means inhibition above about 50%, passing the limit was not always enough; further: strong numbers were not always called active
pCIP destab – p/CIP-EGFP fusion destabilizers, primary screen, fluorescence, F442A cells; 16 h; Q05BA5; decrease of EGFP signal, % at 10 µM; 290,000 compounds, 0.01% hits; AID 1984, 2009;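 active means EGFP signal decrease of at least 30% at 10 µM or well 3 SD below plate mean, unless failing retest; inactive means the rest, including hits failing retest or dose response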; further: some compounds called inactive have numbers as strong as hits; many of its hits are not listed in these tables
Target sequence (Q05BA5 1-1403): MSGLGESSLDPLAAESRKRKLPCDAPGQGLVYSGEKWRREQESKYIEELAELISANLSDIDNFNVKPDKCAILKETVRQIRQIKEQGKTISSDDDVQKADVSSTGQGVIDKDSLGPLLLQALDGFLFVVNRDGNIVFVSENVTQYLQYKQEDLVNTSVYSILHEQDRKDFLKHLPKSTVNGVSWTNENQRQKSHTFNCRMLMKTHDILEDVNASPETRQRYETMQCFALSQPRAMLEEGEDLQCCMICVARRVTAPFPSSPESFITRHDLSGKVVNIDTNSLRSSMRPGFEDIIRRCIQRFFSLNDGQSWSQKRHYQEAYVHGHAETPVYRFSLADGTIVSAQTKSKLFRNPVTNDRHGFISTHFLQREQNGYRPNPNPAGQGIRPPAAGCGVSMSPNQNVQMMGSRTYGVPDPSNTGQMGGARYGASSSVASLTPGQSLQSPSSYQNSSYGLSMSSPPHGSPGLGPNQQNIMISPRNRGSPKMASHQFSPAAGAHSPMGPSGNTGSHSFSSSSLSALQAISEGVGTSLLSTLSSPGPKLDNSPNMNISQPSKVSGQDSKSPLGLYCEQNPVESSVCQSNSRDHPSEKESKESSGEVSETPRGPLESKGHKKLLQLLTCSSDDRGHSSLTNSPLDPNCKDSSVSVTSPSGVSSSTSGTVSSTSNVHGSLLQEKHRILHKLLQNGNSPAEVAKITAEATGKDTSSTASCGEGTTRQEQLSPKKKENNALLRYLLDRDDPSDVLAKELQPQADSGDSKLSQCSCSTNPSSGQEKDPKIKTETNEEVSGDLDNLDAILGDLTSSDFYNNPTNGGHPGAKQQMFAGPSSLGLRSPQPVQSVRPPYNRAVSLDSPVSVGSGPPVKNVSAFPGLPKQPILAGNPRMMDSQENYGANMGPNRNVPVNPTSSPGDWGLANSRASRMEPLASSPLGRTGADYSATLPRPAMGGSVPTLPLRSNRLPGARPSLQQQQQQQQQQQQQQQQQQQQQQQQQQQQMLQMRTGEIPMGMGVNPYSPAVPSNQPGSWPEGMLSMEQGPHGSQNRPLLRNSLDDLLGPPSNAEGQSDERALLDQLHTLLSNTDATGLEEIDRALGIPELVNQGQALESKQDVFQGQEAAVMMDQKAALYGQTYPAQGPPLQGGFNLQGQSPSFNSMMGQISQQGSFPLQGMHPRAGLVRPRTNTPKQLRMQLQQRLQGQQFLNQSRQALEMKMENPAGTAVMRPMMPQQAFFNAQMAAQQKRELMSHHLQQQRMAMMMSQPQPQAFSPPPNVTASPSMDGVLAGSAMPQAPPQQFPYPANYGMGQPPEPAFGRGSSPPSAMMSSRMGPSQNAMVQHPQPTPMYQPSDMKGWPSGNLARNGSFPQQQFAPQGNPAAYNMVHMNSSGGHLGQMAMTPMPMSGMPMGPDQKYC
MEKK2mut PB1 HTS – MEK5 binding signal on mutant MEKK2 PB1, primary screen, biochemical, multiplex bead flow cytometry, Alexa488-MEK5; Alexa488-MEK5 binding to MEKK2 mutant; 290,000 compounds, 0.35% hits; percent response, % at 10 µM; in the data active means percent response above about 24%, passing the limit was not always enough; further: inactives centre near 1; some results filed as inactive read as strong as hits; reference of the scale not given here
MEKK3 PB1 HTS – modulators of MEKK3-MEK5 PB1 binding, primary screen, biochemical, wildtype MEKK3, multiplex bead flow cytometry, Alexa488-MEK5; bead-based flow cytometry, Alexa488-MEK5 binding to MEKK3; actives lie on both sides; 0 = blocked by unlabeled MEK5, 100 = vehicle; Mitogen-activated protein kinase kinase kinase 3 (Homo sapiens), Q99759; 290,000 compounds, 1.4% hits; AID 1529, 2009; binding response (% of control), % at 10 µM;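 active means binding response more than 3 SD above or below the average of its plate-row segment, actives on both sides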;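 further: Alexa488 bead fluorescence after subtracting the streptavidin-only scavenger bead signal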
PfM18AAP inh – PfM18AAP inhibitors, malaria aminopeptidase, primary screen, biochemical, QFRET, recombinant enzyme. inhibition, % at 7.35 µM. 290,000 compounds, 1.2% hits. H-Glu-NHMec fluorogenic cleavage. M18 aspartyl aminopeptidase (Plasmodium falciparum 3D7);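 active means inhibition above the campaign mean inhibition over all tested compounds plus 3 SD, cut at about 28% in these data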;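 further: 0% = plate median of test compound wells and 100% = 2 mM ZnCl2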
NALP1 yeast inh – NALP1 inflammasome inhibitors in reconstituted yeast, colorimetric, S. cerevisiae, triplicate retest; S. cerevisiae NALP1/ASC/caspase-1 growth, X-gal OD620, 72 h; inhibition, % at 10 µM; 280,000 compounds, 0.61% hits; in the data active means inhibition mostly above about 24%, no sharp cut-off; inactive means mostly below about 32%; further: some compounds called inactive have numbers as strong as hits
An asterisk follows results filed as active; nt = not tested or not shown. An excerpt. The share of hits here may be higher or lower than overall.

SMILES	IDE act	MEKK2wt PB1 HTS	IDE inh	UBC9 SUMO inh	pCIP destab	MEKK2mut PB1 HTS	MEKK3 PB1 HTS	PfM18AAP inh	NALP1 yeast inh
O=C(CSc1ccc2nnc(-c3ccccn3)n2n1)NCC1CCCO1 (stereo not given)	5.2	105.0	3.3	24.9	4.4	11.0	103.0	0.9	-1.6
CC(C)c1ccc(/C=N\NC(=O)c2ccc(Cn3cccn3)o2)cc1	6.2	97.0	-0.3	-19.9	-3.7	-3.0	97.0	-15.3	29.8
Cc1cc(C)c2nc(NC(=O)[C@@H](NC(=O)c3cccc(S(=O)(=O)N4CCOCC4)c3)C(C)C)sc2c1	1.1	100.0	2.8	3.8	-2.0	-1.0	99.0	-2.1	0.1
CCc1nc2c(sc3nc4c(cc32)COC(C)(C)C4)c(=O)n1Cc1ccco1	-7.1	97.0	-0.6	8.1	0.5	-3.0	99.0	-67.4	1.5
CCOC(=O)c1c(C)[nH]c(C)c1C(=O)CSc1nc2ccccc2n1CCC#N	2.8	103.0	-1.1	12.5	-10.9	4.0	125.0	-5.0	nt
CCCNC(=O)C1CC(=O)N(c2ccc(OCC)cc2)C1 (stereo not given)	6.8	90.0	6.8	9.0	-12.7	-10.0	103.0	3.5	6.7
O=c1nc2n(c3ccc([N+](=O)[O-])cc13)CCCCC2	2.2	98.0	7.1	28.1	83.4	0.0	103.0	7.7	10.5
CCCc1cc(=O)n2[nH]c(CCc3ccccc3)nc2n1	2.5	94.0	6.8	1.3	11.1	-4.0	99.0	9.5	18.0
CCCOC(=O)c1ccc(NC(=O)CC(C)(C)C)cc1	6.8	107.0	7.9	-0.7	-13.7	-5.0	113.0	4.5	15.4
COc1ccc(N(C(=O)c2snc(C(N)=O)c2N)C(C(=O)NC2CCCCC2)c2ccc(C)o2)cc1 (stereo not given)	4.9	89.0	-0.2	-2.2	-2.3	-2.0	100.0	7.3	2.5
Fc1cccc2sc(Nc3nc4ccccc4s3)nc12	-1.5	103.0	2.0	-38.7	4.5	-1.0	103.0	0.7	23.8
CCOc1ccc(NC(=O)CN2CCN(CC(=O)c3ccc(OC)c(OC)c3)CC2)cc1	4.5	111.0	5.5	10.2	-2.7	17.0	112.0	1.8	5.7
COc1ccc(CNC(=O)C(NS(=O)(=O)c2cccc3nsnc23)C(C)C)cc1 (stereo not given)	8.6	101.0	4.5	-1.5	0.3	0.0	100.0	0.4	25.8
Cc1cc(Cl)ccc1NC(=O)CCC(=O)N/N=C/c1cc([N+](=O)[O-])ccc1O	-2.4	98.0	-0.1	-20.8	12.2	-2.0	101.0	-7.3	14.2
COc1ccc(S(=O)(=O)N2CCC(C(=O)NCc3ccncc3)CC2)cc1OC	0.6	95.0	0.8	7.5	-11.5	-5.0	99.0	-2.7	35.3
Nc1nc(SCC(=O)O)[nH]c(=O)c1NC(=O)c1ccccc1F	2.1	104.0	-1.3	-3.6	1.8	5.0	103.0	6.1	15.8
Cc1ccc(NC(=O)COC(=O)Cn2c(C)csc2=O)cc1	8.2	99.0	-1.9	10.9	-5.9	1.0	101.0	-4.8	0.8
O=S(=O)(Nc1cccnc1Cl)c1ccc(F)cc1	-0.3	93.0	-1.3	12.1	-9.0	0.0	96.0	2.8	-27.7
COc1nc(-c2cnccn2)sc1C	2.6	100.0	3.6	-0.3	-1.2	2.0	105.0	2.4	-18.3
COc1ccc(CNC(=O)C2(CC3CC(c4ccccc4)=NO3)CCN(C(=O)OC(C)(C)C)CC2)cc1 (stereo not given)	-0.1	98.0	-1.8	nt	nt	2.0	97.0	nt	nt
Cc1ccccc1Cc1n[nH]c(=S)n1N	-0.6	100.0	2.9	-13.9	-9.0	0.0	96.0	20.9	15.4
CN1CCN(NC(=O)CN2C(=O)/C(=C/c3c(Cl)cccc3Cl)SC2=S)CC1	-3.9	115.0	-0.6	-8.8	0.5	5.0	110.0	15.3	-5.6
COc1ccc(C)cc1NC(=O)Nc1cnccn1	-1.7	106.0	0.8	-3.2	2.4	4.0	104.0	-0.1	-2.1
Cn1nnnc1SCC(=O)N1CCN(c2cccc(Cl)c2)CC1	-4.0	102.0	0.0	-15.1	13.2	19.0	99.0	0.9	21.3
C[C@@H](C(=O)N1CCN(C(=O)OC(C)(C)C)CC1)n1cc(CCCN=C(NC(=O)OC(C)(C)C)NC(=O)OC(C)(C)C)nn1	-0.2	100.0	1.8	12.2	2.2	2.0	101.0	-1.1	-0.3
Other results follow.
SMILES	IDE act	MEKK2wt PB1 HTS	IDE inh	UBC9 SUMO inh	pCIP destab	MEKK2mut PB1 HTS	MEKK3 PB1 HTS	PfM18AAP inh	NALP1 yeast inh
COCCCN(Cc1cccs1)S(=O)(=O)c1c[nH]c(C(=O)OC)c1	-1.7	92.0	3.0	-5.3	7.2	-7.0	96.0	-9.2	21.2
CCc1nnc(NC(=O)CN2CCN(Cc3cccc(OC)c3)CC2)s1	1.8	105.0	-0.1	-2.1	3.2	7.0	103.0	3.6	5.5
C=CCNC(=O)c1onc(CSc2ccccc2C)c1C(=O)O	1.9	103.0	4.6	-9.3	-12.0	4.0	97.0	-3.1	-0.2
CC(/C=C/c1ccc2c(c1)OCO2)=N/NC(=O)c1cccnc1	1.0	100.0	2.7	-4.7	2.2	0.0	95.0	5.4	11.9
O=C(CCCn1nnnc1CN1CCOCC1)N1CCC(c2ccc(F)cc2)C1 (stereo not given)	-4.8	111.0	6.1	19.3	-20.7	10.0	108.0	-4.2	11.7
Cc1cc(N)c2cc(NC(=O)/C=C/c3ccccc3Cl)ccc2n1	28.3*	252.0*	-0.7	5.1	-4.4	117.0*	104.0	-3.0	12.9
CCC(CC)NC(=O)Cc1ccccc1[N+](=O)[O-]	0.4	102.0	1.4	-11.8	3.9	2.0	102.0	3.6	43.0
CCCN1CCC(=O)N([C@H](CSc2ccccc2)CC(C)C)CC1	4.3	101.0	-4.9	10.4	-16.0	4.0	100.0	0.4	-0.7
Cc1ccc(Oc2ncc(-c3ccc(Cl)cc3)cn2)cc1	2.8	112.0	1.5	2.5	-8.2	20.0	108.0	1.7	-14.4
Cc1ccc(N2CN(CCC3=CCCCC3)CNC2=S)cc1	-1.4	92.0	-2.7	11.9	-2.3	-4.0	98.0	-11.9	-2.7
Cc1cc(C)c2c3c(sc2n1)C(=O)N(Cc1ccccc1)CC(=O)N3	3.9	98.0	2.2	0.8	1.9	4.0	101.0	11.0	-13.9
Cc1ccc(N(CC(=O)NCc2ccccc2)C(=O)CCC(=O)Nc2nccs2)cc1	2.4	105.0	-4.0	6.6	-0.8	2.0	103.0	0.9	14.5
CC(C)(C)c1ccc(C(=O)NCc2ccc(Cl)cc2)cc1	4.7	116.0	-1.6	0.2	-10.7	11.0	117.0	-7.0	-1.9
O=C(O)CNC(=O)/C=C/c1c(Cl)cccc1Cl	4.9	90.0	4.1	7.3	-4.2	-4.0	95.0	-7.2	8.8
C/C(=N\NC(=O)c1ccc(N/N=C(\C)c2ccncc2)cc1)c1ccncc1	-1.0	101.0	-1.7	-0.5	16.3	0.0	100.0	-12.2	8.1
COC(=O)c1sc2ncn(-n3c(C)ccc3C)c(=O)c2c1C	-1.0	nt	1.2	30.0	-9.6	nt	nt	6.8	9.7
Cc1ccccc1C(=O)NC1CCN(Cc2nnnn2Cc2ccccc2)CC1	2.6	99.0	4.0	12.7	-0.2	-1.0	97.0	-3.2	12.2
Fc1ccc(Cn2nnnc2C(c2cccs2)N2CCN(C3CCCCC3)CC2)cc1 (stereo not given)	-3.5	117.0	2.6	12.6	6.7	19.0	107.0	5.0	-11.2
CCN(CC)C(=O)/C(=C/c1cn(S(=O)(=O)N(C)C)c2ccccc12)NC(=O)c1ccc(OC)cc1	-3.5	95.0	3.9	35.9	5.7	-4.0	95.0	6.9	4.7
Cc1cc(C)cc(NC(=O)c2cc(=O)c3ccccc3o2)c1	4.3	102.0	6.5	11.9	-16.2	-2.0	110.0	-6.7	15.8
CCOc1ccc(Cl)cc1S(=O)(=O)n1cnc2ccccc21	6.5	103.0	1.9	-0.7	-2.4	2.0	104.0	1.0	7.5
Cc1[nH]nc(SCC(=O)N2CCOCC2)c1[N+](=O)[O-]	5.9	97.0	5.2	-6.3	-2.3	-3.0	102.0	-5.3	7.6
COc1ccccc1N(CC(=O)NCCSC(C)(C)C)S(C)(=O)=O	-8.4	102.0	9.4	-4.6	-2.7	4.0	105.0	0.4	29.4
COCCNC(=O)C(c1ccco1)N(C(=O)Cn1nnc2ccccc21)c1cc(C)ccc1C (stereo not given)	2.0	100.0	-2.3	1.7	-13.2	-1.0	100.0	-0.5	7.1
O=C(O)c1ccc(Nc2ccc(F)c(F)c2)c([N+](=O)[O-])c1	5.3	103.0	0.5	-21.4	0.3	2.0	101.0	3.5	17.4
Other entries:
SMILES	IDE act	MEKK2wt PB1 HTS	IDE inh	UBC9 SUMO inh	pCIP destab	MEKK2mut PB1 HTS	MEKK3 PB1 HTS	PfM18AAP inh	NALP1 yeast inh
Cc1cc(C)n2nc(NCc3ccccc3)nc2n1	2.1	95.0	5.0	-12.8	8.5	1.0	97.0	2.1	nt
OC(COc1cccc(OCC(O)CN2CCCC2)c1)CN1CCCC1 (stereo not given)	-0.3	112.0	6.5	8.1	-9.9	3.0	97.0	-5.6	-4.8
O=C(CN1CCN(S(=O)(=O)/C=C/c2ccccc2)CC1)Nc1ccc(N2CCOCC2)cc1	3.5	93.0	-1.8	2.4	-7.0	-10.0	94.0	3.9	-9.8
COc1ccccc1N1CCN(C(=O)CSc2nc3ccccc3c(=O)n2CC2CCCO2)CC1 (stereo not given)	-3.8	nt	11.6	4.1	-27.4	nt	nt	2.7	-1.0
CCOc1ccc(C(=O)NCC(=O)NC(C)CCc2ccccc2)cc1OCC (stereo not given)	-1.2	103.0	nt	-4.7	-17.7	1.0	101.0	4.9	-3.9
CCOc1ccccc1NC(=O)N1C2CCCC1CC(NC(=O)C1CC1)C2 (stereo not given)	0.9	95.0	-3.7	1.9	-8.9	1.0	105.0	-4.7	-135.8
Cc1cccc(C(=O)N[C@H](C(=O)NCCc2ccc(S(N)(=O)=O)cc2)C(C)C)c1	-1.7	102.0	2.0	-20.6	11.7	3.0	102.0	-0.7	3.5
Cc1ccc(NS(=O)(=O)c2ccc3c(c2)NC(=O)CCS3)c(Br)c1	-1.0	99.0	5.8	10.9	-0.3	-1.0	96.0	2.2	-5.8
CCC1CN(C(=O)N2CCC(C(=O)NCc3cccc(F)c3)CC2)c2ccccc2O1 (stereo not given)	5.7	95.0	1.9	-3.7	6.5	0.0	95.0	3.1	-0.8
Cc1cccc(NC(=S)NNC(=O)c2ccccc2OC(F)F)c1	4.7	nt	3.9	-36.1	-12.0	nt	nt	1.5	12.4
